PV pol inh = poliovirus RNA polymerase inhibition; poliovirus polymerase elongation, fluorescence polarization; stronger effect = lower value; % elongation, % (compound at 16.7 µg/mL); actives 0.66% (n = 150,000); in the data active means % elongation below about 90%; further: some results filed as inactive read as strong as hits
Target sequence (P03300 1749-2209 limits assumed): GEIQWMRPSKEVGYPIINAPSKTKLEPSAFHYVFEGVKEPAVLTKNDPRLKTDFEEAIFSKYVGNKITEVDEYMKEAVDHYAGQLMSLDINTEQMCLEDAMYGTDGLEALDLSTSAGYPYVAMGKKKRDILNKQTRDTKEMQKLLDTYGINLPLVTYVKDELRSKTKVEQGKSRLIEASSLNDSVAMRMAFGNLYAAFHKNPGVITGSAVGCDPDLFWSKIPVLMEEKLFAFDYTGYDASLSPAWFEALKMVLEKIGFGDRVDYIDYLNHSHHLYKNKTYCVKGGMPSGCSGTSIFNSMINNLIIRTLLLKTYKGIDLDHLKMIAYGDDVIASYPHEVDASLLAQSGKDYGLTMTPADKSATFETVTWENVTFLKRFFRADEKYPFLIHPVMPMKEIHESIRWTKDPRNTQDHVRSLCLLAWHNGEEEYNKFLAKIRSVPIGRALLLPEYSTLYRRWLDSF
PV pol inh FP z-score = second read-out of PV pol inh, no call of its own (marks repeat the call); z-score; measured here: FP z-score; hits read low
The depositor's hits bear a star; & = joins results of further samples. This is a subset. The share of hits here may be higher or lower than overall.

SMILES	PV pol inh	PV pol inh FP z-score
CCN(Cc1ccccc1)C(=O)CCN1C(=O)/C(=C\c2ccco2)SC1=S	103.0	0.4
COc1ccc(OCC(=O)N2CCN(CCc3ccccn3)CC2)cc1	106.0	-0.1
C=CCSCC1Nc2cc(Cl)c(S(N)(=O)=O)cc2S(=O)(=O)N1 (stereo not given)	98.0&101.0	-0.2&0.2
CC(C)(C)OC(=O)Nc1cn(-c2ccccc2)nc1-c1ccccc1	102.0	0.3
CC(=O)Nc1ccc(Nc2c3c4c(cccc4[nH]c2=O)C(=O)c2ccccc2-3)cc1	91.0	-1.8
CCCOC(=O)c1cc(-c2ccc(/C=C3\C(=O)N(CCCO)C(=O)C(C#N)=C3C)o2)ccc1Cl	103.0	0.2
CCOC(=O)c1cc2c(N)[nH]nc2[nH]c1=O	101.0	0
CCC(C)(C)C(=O)NCc1ccc2c(c1)OCO2	105.0	0.1
CCC1(c2ccccc2)NC(=S)N(c2ccccc2)N1 (stereo not given)	102.0	-0.2
Fc1ccc(-c2cn3c(-c4ccccc4)c(-c4ccccc4)nc3[nH]2)cc1	104.0	-0.1
O=C(O)c1ccc(C2Nc3ccccc3-c3nnc(SCc4ccc(Cl)cc4)nc3O2)cc1 (stereo not given)	101.0	-0.6
Cc1noc(-c2ccc(N(C)Cc3ccccc3)c([N+](=O)[O-])c2)n1	106.0	-0.5
O=C(c1ccccc1)C1CCN(C(=O)c2ccc(Cl)cc2)CC1	100.0	-0.7
Cc1ccccc1CN1C(=O)c2ccccc2Sc2ccc(C(=O)NCc3cccs3)cc21	108.0	-0.7
COc1cc(/C=C/c2nc(C#N)c(NC(C)c3ccccc3)o2)cc(OC)c1OC (stereo not given)	112.0	1
Cc1ccc(NCc2nc3ccccc3n2C)c(C)c1	98.0	-0.2
CN(C)C=NC(=S)c1ccc(-c2cccs2)s1	101.0	-0.3
Cc1ccc(-c2nc3c(cnn3-c3ccccc3)c(=O)n2-c2ccc(Cl)cc2)cc1	105.0	0
CC(=O)NC1(c2ccccc2)CCN(CC(=O)Nc2c(C)n[nH]c2C)CC1	102.0	0.1
COc1ccc(-c2csc3nc(-c4ccc(C)cc4)oc(=O)c23)cc1OC	105.0	0
CCOc1ccc2[nH]c(=O)c(CN(Cc3ccccc3)C(=O)N3CCOCC3)cc2c1	102.0	0.1
O=S1(=O)CC(N2CCCC2)c2ccccc21 (stereo not given)	108.0	0.9
CSCCC(NS(=O)(=O)c1ccc2c(c1)oc(=O)n2C)C(=O)NCc1ccccc1 (stereo not given)	108.0	0.1
CCCn1c(CCNC(=O)c2cccc(C)c2)nc2ccccc21	99.0	-0.2
N#C/C(=C/c1cn(CC(N)=O)c2ccccc12)c1ccc(F)cc1	99.0	-0.9
CC1(C)Oc2ccc(C(=O)Nc3ccc4c(c3)CCC4)cc2NC1=O	102.0	0.2
O=C1CCc2cc(S(=O)(=O)NC3CCCCCC3)cc3c2N1CCC3	105.0	1
C#CCSc1nc2ccccc2n1C(=O)c1ccc(S(=O)(=O)N2CCOCC2)cc1	100.0	0
COc1ccc(CCC(=O)Nc2cccc(C)n2)cc1	99.0	-0.2
CC(=O)Nc1ccc2c(c1)C(=O)N(C1CCCCC1)C2=O	99.0	-0.7
CCCc1cc(=O)oc2cc(OC(C(=O)OCC)c3ccccc3)c(Cl)cc12 (stereo not given)	102.0	-0.1
FC(F)(F)c1ccc(NCCN2CCOCC2)nc1	100.0	-1.1
Cc1cc(O)c(C(c2cccc(F)c2)N2CCC(C)CC2)c(=O)n1Cc1ccco1 (stereo not given)	101.0	-1.5
C=C(C)CC1N(c2ccccc2)C(=O)C2C(C(=O)O)C3C=CC21O3 (stereo not given)	101.0	-0.5
CCOCCn1ccc2c(OCC(=O)Nc3cc(C)cc(C)c3)cccc2c1=O	109.0	0.7
COc1ccc(CCNC(=O)c2ccc3c(c2)OCO3)cc1	105.0	0.8
c1ccc(CN(Cc2ccccc2)c2c3c(nc4ncnn24)CCC3)cc1	108.0	0.5
O=C(Cn1ncc2c(Cl)cccc21)NCc1cccc(Br)c1	112.0	1.1
COC(=O)Oc1ccc2c(C)cc(=O)oc2c1	99.0	-0.9
COCCOc1ccc(C(F)(F)F)cc1NC(=O)c1ccno1	102.0	-0.1

Quoted from the entries so far for reference:
SMILES	PV pol inh	PV pol inh FP z-score
CCOc1ccc2[nH]c(=O)c(CN(Cc3ccccc3)C(=O)N3CCOCC3)cc2c1	102.0	0.1
O=S1(=O)CC(N2CCCC2)c2ccccc21 (stereo not given)	108.0	0.9
CSCCC(NS(=O)(=O)c1ccc2c(c1)oc(=O)n2C)C(=O)NCc1ccccc1 (stereo not given)	108.0	0.1
CCCn1c(CCNC(=O)c2cccc(C)c2)nc2ccccc21	99.0	-0.2
N#C/C(=C/c1cn(CC(N)=O)c2ccccc12)c1ccc(F)cc1	99.0	-0.9
CC1(C)Oc2ccc(C(=O)Nc3ccc4c(c3)CCC4)cc2NC1=O	102.0	0.2
O=C1CCc2cc(S(=O)(=O)NC3CCCCCC3)cc3c2N1CCC3	105.0	1

Filtered by structure, the compounds so far with an aryl methoxy group.
SMILES	PV pol inh	PV pol inh FP z-score
COc1ccc(OCC(=O)N2CCN(CCc3ccccn3)CC2)cc1	106.0	-0.1
COc1cc(/C=C/c2nc(C#N)c(NC(C)c3ccccc3)o2)cc(OC)c1OC (stereo not given)	112.0	1
COc1ccc(-c2csc3nc(-c4ccc(C)cc4)oc(=O)c23)cc1OC	105.0	0
COc1ccc(CCC(=O)Nc2cccc(C)n2)cc1	99.0	-0.2
COc1ccc(CCNC(=O)c2ccc3c(c2)OCO3)cc1	105.0	0.8

Next entries
SMILES	PV pol inh	PV pol inh FP z-score
O=C(Cn1c(=O)cnc2ccccc21)NC1CCCCC1	105.0	0.3
CCCCC(=O)NC1(C(F)(F)F)C(=O)Nc2c1c(=O)[nH]c(=O)n2-c1ccc(F)cc1 (stereo not given)	104.0	0.2
Cc1cc(/C=C/C(=O)N(C)Cc2ccco2)c(C)n1-c1ccnn1C(C)C	105.0	0.1
CCOC(=O)c1c(S(=O)(=O)N2CCC(C(=O)NCc3ccccc3OC)CC2)c(C)n(C)c1C	111.0	0.9
CN(C)c1ccc(C(CNC(=O)c2ccccc2)N2CCCC2)cc1 (stereo not given)	101.0	0.1
COc1ccc(C(=O)CSc2nnc(Cc3cc(=O)[nH]c(=O)[nH]3)n2-c2cccc(OC)c2)cc1	101.0	0.3
CC1CCN(S(=O)(=O)c2cccc(C(=O)NC(C)C)c2)CC1	101.0	0.1
CC(C)C(NC(=O)C1CCCCC1)C(=O)N1CCN(c2ccccn2)CC1 (stereo not given)	100.0	0
Cc1cccc(-c2nc(CN3CCCC(C(=O)NCc4ccc(Cl)cc4)C3)c(C)o2)c1 (stereo not given)	105.0	0
Cc1ccc(NC(=O)CCc2cn(Cc3ccc(Cl)cc3)c3ccccc23)c(C)c1	105.0	0.6
CC(C)c1ccc(NC(=O)c2ccc(NS(=O)(=O)c3cccs3)cc2)cc1	100.0	-0.1
COc1ccc(/C=N/OC(C)=O)c(OC)c1	101.0	0.2
Cc1ccc2cc(CN(Cc3cccnc3)C(=O)c3cccnc3)c(=O)[nH]c2c1	101.0	-0.6
COC(=O)c1ccc(CSc2nc3cc(Cl)ccc3n2Cc2ccccc2)o1	101.0	0
CC1C(C(=O)Nc2ccccc2)CCCC1(C)C(=O)O (stereo not given)	103.0	0.3
COC(=O)C(=CC(C)C)C(=O)OC	100.0	0.2
O=C(O)CCC(=O)Nc1nc(-c2ccccc2)cs1	102.0	0.2
O=C(O)CC12CC3CC(C1)CC(n1cncn1)(C3)C2	101.0	-0.3
CC(C)Cn1c(SCC(=O)Nc2ccc3c(c2)OCO3)nc(O)cc1=O	110.0	0.8
O=C(CSc1nc2c(c(=O)[nH]1)CN(Cc1ccc(F)cc1)CC2)Nc1cccc(C(F)(F)F)c1	107.0	-0.1
O=C(Cn1c(=O)n(CC2CCCO2)c(=O)c2ccccc21)Nc1cccc(Cl)c1 (stereo not given)	110.0	1.1
CC1CCCN(S(=O)(=O)c2ccc3c(c2)c(=O)nc2ccccn23)C1 (stereo not given)	106.0	0.6
CCCn1c(N2CCN(C(=O)Nc3ccc(OC)cc3)CC2)nc2ccccc21	106.0	1.6
C=CCOc1ccccc1C1NC(=O)NC(C)=C1C(=O)NCc1ccccc1 (stereo not given)	100.0	-0.1
Cc1ccc(NC(=O)CSc2ncc3c(n2)-c2ccccc2N(Cc2cccc(F)c2)S3(=O)=O)cc1F	108.0	0.1
CCCCNC(=O)c1ccc2c(c1)N(Cc1ccc(F)cc1)C(=O)c1ccccc1S2=O (stereo not given)	105.0	0
COC(CNC(=O)Cn1ncc2c(=O)oc3ccccc3c21)OC	103.0	0.4
S=C(Nc1ccc(CN2CCOCC2)cc1)Nc1ccccc1Cl	101.0	-0.2
O=C(c1ccco1)N1C(=O)c2cccc3c(S(=O)(=O)N4CCCC4)ccc1c23	102.0	0
CCC1CN(C)CCC1(O)c1ccccc1 (stereo not given)	101.0	-0.1
O=C(O)c1cc2c([nH]c1=O)CCCCC2	104.0	0.7
Cc1sc(NC(=O)COc2cccc(F)c2)c(C#N)c1C	100.0	-0.2
N#C/C(C(N)=O)=C1/N=C(N)c2ccccc21	100.0	-0.1
Cc1ccccc1-n1nc(C)c2c1NC(=O)CSC2c1ccc(Cl)cc1 (stereo not given)	104.0	-0.4
Cc1ccc(C)c(N(C)C(=O)c2cc3c(s2)-c2ccccc2SC3)c1	103.0	0.2
Cc1nn(Cc2ccccc2)c(Cl)c1/C=C/C(=O)OCc1nnc(-c2ccccc2)o1	108.0	0.5
Nc1cc(=O)[nH]c(SCC(=O)N2CCCCC2)n1	103.0	0.6
Cc1nc2ccccc2c(=O)n1/N=C/c1ccccn1	103.0	0.2
CCC1CN(C(=O)NCc2ccc(C)cc2)c2ccccc2S1 (stereo not given)	104.0	0.4
N#Cc1cccn1Cc1ccccc1Cl	99.0	-1
CN(C)/C=N/n1cnc2ccccc2c1=O	103.0	0.1
Cc1csc(NC(=O)c2ccccc2C(=O)O)c1-c1nc2ccccc2s1	99.0	-0.8
O=C(c1cccc(S(=O)(=O)Nc2ccccn2)c1)N1CCCc2ccccc21	100.0	-0.8
CCCN1C(=O)c2[nH]nc(-c3ccc(OC)cc3)c2C1c1ccccn1 (stereo not given)	111.0	0.7
CCOC(=O)N1CCN(C(=O)CSc2ncc(C(=O)O)n2-c2ccc(F)cc2)CC1	94.0	-1.2
COc1ccc2c(c1)c1ncn(CCc3ccc(Cl)cc3)c(=O)c1n2C	104.0	0.6
Cc1nn(CC(=O)NCc2ccc(Cl)cc2)c(=O)c2cc3sccc3n12	105.0	-0.4
CCCn1c(=O)/c(=C2/C=Cc3ccccc3N2C)s/c1=C1\SC(=S)NC1=O	101.0	-0.2
CC(C)N1CC2(c3ccccc3)CN(C(C)C)CC(c3ccccc3)(C1)C2O (stereo not given)	104.0	0.1
COc1ccc(NC(=O)CC2SC3=NCCN3C2=O)cc1 (stereo not given)	103.0	0.9
CCOC(=O)c1ccccc1NC(=S)N(C)Cc1ccccc1	100.0	-0.5
CCCCNC(=O)c1ccc2c(c1)NC(=O)C(CS(=O)(=O)Cc1ccc(C)cc1)N2 (stereo not given)	116.0	1.1
O=C(NCCc1csc(-c2ccc(F)cc2)n1)c1cccc(F)c1	110.0	0.9
CCc1ccc(C(=O)c2cn(CC(=O)Nc3ccc(OC)c(OC)c3)c3ccc(C)cc3c2=O)cc1	103.0	-0.9
O=S1(=O)CCC(N=Cc2cn(-c3ccccc3)nc2-c2ccccc2)C1 (stereo not given)	103.0	0.3
COc1cccc(N2CCN(C(=O)CN3CCSc4ccc(S(=O)(=O)N(C)C)cc43)CC2)c1	107.0	0.1
O=C(Cc1ccccc1)Nc1cccc(Cl)c1	100.0	0.2
CCOC(=O)C(C)Sc1nc(-c2ccc(OC)cc2)c(C#N)c(=O)[nH]1 (stereo not given)	99.0	-0.2
Cc1ccccc1NC(=O)c1ccc(NC(=O)N2CCSc3ncccc32)cc1	113.0	1.3
Cc1ccc(C)c(Cn2cnc3ccccc3c2=O)c1	101.0	-1.4
Carrying on:
SMILES	PV pol inh	PV pol inh FP z-score
CN(C)c1nc(N(C)C)nc(N2CC(=O)N(N)C2=N)n1	103.0	0.6
CCOC(=O)CSc1nc2c(c(C3CC=CCC3)c1C#N)CCC2 (stereo not given)	100.0	-0.1
COc1cccc(CNC(=O)c2cc3cccc4c3n2CC(C)S4)c1OC (stereo not given)	103.0	-0.7
Cc1cc(NC(=O)C(C)n2sc3ccccc3c2=O)ccc1Br (stereo not given)	103.0	-0.1
Cc1ccc(C)c(/C(O)=C2\C(=O)C(=O)N(CCCn3ccnc3)C2c2cccnc2)c1 (stereo not given)	100.0	-0.7
COc1ccc(NC(=O)c2ccc(OC)nc2OC)cc1	101.0	0.2
O=C1Nc2ccccc2C(O)(C(=O)N2CCC3(CC2)OCCO3)N1c1ccccc1 (stereo not given)	100.0	-0.1
Cn1c(CN2CCOCC2)nnc1Sc1c(-c2ccccc2)c2ccccc2[nH]c1=O	101.0	-0.3
CN(C(=O)COC(=O)c1ccc(Cl)nc1)c1ccccc1	105.0	0.3
Cc1nc2ccc(S(=O)(=O)NCC(=O)NCc3ccccc3)cc2s1	100.0	-0.7
Cc1ccc(C(C)C)c(OCC(=O)N2CCC(c3nc4ccccc4o3)CC2)c1	106.0	0.3
Cn1cnc2c(=O)oc3ccc(S(=O)(=O)N4CCCCC4c4cccnc4)cc3c21 (stereo not given)	98.0	-1.9
COc1ccc(-c2nc(SCC(=O)NCC3CCCO3)c(-c3ccc(C)cc3)[nH]2)cc1OC (stereo not given)	117.0	1.2
CCCc1ccc(S(=O)(=O)N2CCNCC2)cc1	103.0	0

A second format for 4 compounds above:
SMILES | PV pol inh | PV pol inh FP z-score
CN(C)c1nc(N(C)C)nc(N2CC(=O)N(N)C2=N)n1 | 103.0 | 0.6
CCOC(=O)CSc1nc2c(c(C3CC=CCC3)c1C#N)CCC2 (stereo not given) | 100.0 | -0.1
COc1cccc(CNC(=O)c2cc3cccc4c3n2CC(C)S4)c1OC (stereo not given) | 103.0 | -0.7
Cc1cc(NC(=O)C(C)n2sc3ccccc3c2=O)ccc1Br (stereo not given) | 103.0 | -0.1
